RECQ1 helicase – blocks DNA unwinding by human RECQ1; 240,000 tested, 0.54% active; RECQ1 DNA unwinding, red fluorescence kinetic read; AID 2549; Potency, µM (doses to about 57.3 µM), for the others: at the top dose activity, negative = inhibition, usual class: inhibitors; P46063;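 note: plate controls were vehicle for no effect and no enzyme for full effect; nearly all actives have a fitted effect of over 30% in size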
Target sequence (P46063 whole entry, looked up): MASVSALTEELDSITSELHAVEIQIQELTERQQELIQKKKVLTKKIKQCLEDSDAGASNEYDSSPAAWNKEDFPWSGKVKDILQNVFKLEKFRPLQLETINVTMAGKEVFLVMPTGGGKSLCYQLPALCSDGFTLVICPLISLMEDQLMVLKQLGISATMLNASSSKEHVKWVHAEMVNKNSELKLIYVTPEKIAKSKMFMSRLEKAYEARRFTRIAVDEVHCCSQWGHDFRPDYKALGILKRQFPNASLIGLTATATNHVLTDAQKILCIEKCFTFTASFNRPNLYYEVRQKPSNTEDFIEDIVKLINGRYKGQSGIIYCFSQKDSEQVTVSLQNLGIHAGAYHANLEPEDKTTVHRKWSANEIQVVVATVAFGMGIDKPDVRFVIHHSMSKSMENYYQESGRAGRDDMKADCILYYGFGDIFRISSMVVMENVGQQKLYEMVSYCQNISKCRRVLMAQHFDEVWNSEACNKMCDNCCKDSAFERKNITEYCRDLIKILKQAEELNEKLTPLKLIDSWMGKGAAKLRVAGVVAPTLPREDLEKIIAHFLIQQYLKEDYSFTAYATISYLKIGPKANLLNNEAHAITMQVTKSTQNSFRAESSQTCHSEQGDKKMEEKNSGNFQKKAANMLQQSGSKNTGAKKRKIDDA
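50 nM RECQ1T1 preincubated 15 min with compound in Tris pH 8.0 buffer with MgCl2, DTT, Tween-20 and 2.5 ug/ml poly(dI-dC); started with 200 nM TAMRA/BHQ-2 forked duplex and 2 mM ATP. Unwinding read as fluorescence (525/598 nm), two reads 2 h apart.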
JMJD2E inh – inhibitors of human JMJD2E histone demethylase; B2RXH2; JMJD2E catalytic domain, FDH-coupled NADH fluorescence (FDH is formaldehyde dehydrogenase); Potency, µM (top dose mostly 57.1 µM), for the others: top-dose activity change, negative = inhibition, usual class: inhibitors; 230,000 tested, 1.6% active; AID 2147; active = well fitted inhibition curve with a large enough effect, not every such curve was filed as active; inconclusive = small, poorly fitted or top-dose-only effect, or another doubt; inactive = no such curve, though single readings can be large or run the other way;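 note: 0% = wells with enzyme and -100% = buffer wells without enzyme; nearly all actives have a fitted effect of over 50% in size; many of its hits are not listed in these tables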
Target sequence (B2RXH2 1-337 limits assumed): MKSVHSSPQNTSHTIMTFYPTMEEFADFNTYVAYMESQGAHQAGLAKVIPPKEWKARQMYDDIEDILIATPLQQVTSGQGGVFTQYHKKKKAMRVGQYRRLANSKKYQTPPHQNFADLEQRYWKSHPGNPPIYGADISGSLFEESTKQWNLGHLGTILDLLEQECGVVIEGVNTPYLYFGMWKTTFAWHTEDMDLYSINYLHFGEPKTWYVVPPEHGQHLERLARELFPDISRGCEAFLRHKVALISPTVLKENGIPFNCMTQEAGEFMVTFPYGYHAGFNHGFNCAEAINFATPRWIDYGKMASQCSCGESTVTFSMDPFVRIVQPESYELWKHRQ
Tau ThT inhib – inhibitors of human tau fibril formation, thioflavin T binding; P10636; recombinant tau K18 P301L (four-repeat tau fragment), heparin-induced fibrillization, ThT fluorescence; Potency, µM (series often up to 57.4 µM), without a hit: top-dose activity, negative = inhibition, most hits filed as inhibitors; 270,000 tested, 2.1% active; AID 1460; note: nearly all actives have a fitted effect of over 55% in size
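Tau K18 P301L fragment (15 uM unlabeled plus 0.24 uM Alexa 594-labeled) in 100 mM sodium acetate pH 7 with compound, fibrillization induced by 20 uM heparin for 6 hr at 37 C. Thioflavin T (30 uM) added, fluorescence read after 1 hr (ex 450, em 510 nm).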
Starred values were filed as active, the others as inactive; i = inactive; ? = inconclusive; [ ] = remark or other dose. Unless noted, calls come from the whole dose curve; as a rule, active = well fitted inhibition curve with a large enough effect; inconclusive = small, poorly fitted or top-dose-only effect; inactive = flat fitted curve, though single readings scatter. Unless noted, % is set by controls: 0 for no effect and ±100 for the full control effect; potency is the fitted concentration of half-maximal effect.

Each structure is followed by: RECQ1 helicase	Tau ThT inhib	JMJD2E inh
1: C[C@H]1CCC[C@@]2(O[C@@H](CCO)C[C@@H](O)[C@@H]2O)O1
→ -9%	2%	7%
2: CCOP(=O)(OCC)c1nc(-c2ccc(OC)cc2)oc1N1CCOCC1
→ 15%	-4%	?
3: COc1ccc(C(CCN2CCCC2)c2c(OC)cc(OC)c3c(-c4ccccc4)cc(=O)oc23)cc1 (stereo not drawn)
→ -9%	-1%	?
4: COc1ccc(CCNC(=O)CSc2nc(C)nc3sccc23)cc1OC
→ 25%	1%	16%
5: Cc1ccc(-c2csc(N3C(=N)SCC3=O)n2)cc1
→ i	-3%	-7%
6: O=C(Nc1ccc(S(=O)(=O)N2CCOCC2)cc1)c1ccc2ncsc2c1
→ 6%	-15%	-30%
7: Cc1ccc2c(c1)C(=O)CCCCC(=O)N2
→ -3%	-9%	2%
8: COc1ccccc1-c1cn[nH]c1-c1ccc(OCc2ccc([N+](=O)[O-])cc2)cc1O
→ i	4%	0%
9: Cc1cccc(COCCN2CCN(S(=O)(=O)c3ccccc3)CCC2=O)c1
→ -12%	-4%	-6%
10: COc1ccc(CC(NC(C)=O)C(=O)NC2CCN(c3c4c(nc5ncnn35)CCC4)CC2)cc1OC (stereo not drawn)
→ 6%	7%	-6%
11: C/C=C(\C)C(=O)N[C@@H](C)CN1C2=NC[C@H](C(C)C)N2C[C@H]1Cc1ccc(OC)cc1
→ i	-6%	0%
12: O=C(COC(=O)/C=C/c1cccs1)Nc1nc(-c2cccc(Br)c2)cs1
→ -11%	-2%	-10%
13: CCN(CC)CCSc1nnc2c3ccccc3n(Cc3ccccc3)c2n1
→ -13%	-19%	-29%
14: CCOC(=O)/C(C#N)=C/c1cc2cc(C)c(C)cc2nc1Cl
→ i	-11%	-27%
15: CC(C)Nc1ccc(C(CC(N)=O)NC(=O)Cc2ccc(Br)cc2)cc1[N+](=O)[O-] (stereo not drawn)
→ -3%	?	-6%
16: CC1(C(=O)N2CC3(CC(c4cccc(NC(=O)CC(c5ccccc5)c5ccccc5)c4)=NO3)C[C@@H]2C(N)=O)CC1 (stereo partly drawn)
→ -10%	13%	2%
17: CCOC(=O)Nc1ccc2nc(Sc3ccc(Cl)cc3)sc2c1
→ 2%	-6%	3%
18: NC(=O)[C@H]1CC2(CC(c3cccc(NC(=O)[C@H]4CCC(=O)N4)c3)=NO2)CN1C(=O)c1cc([N+](=O)[O-])cc([N+](=O)[O-])c1 (stereo partly drawn)
→ -8%	3%	-7%
19: CCN1C(=O)[C@@H]2[C@H](C1=O)[C@@H]1C[C@H]3C(=O)N(CC)C(=O)[C@H]3[C@@H]3C1=C(C(=O)N1C(=O)OC(=NCC4CC4)[C@]31C)[C@@H]2C
→ i	4%	7%
20: C/C=C(/C)C(=O)Nc1cccc(C2=NOC3(C2)C[C@H](C(N)=O)N(C(=O)Cc2ccc([N+](=O)[O-])cc2)C3)c1 (stereo partly drawn)
→ i	-4%	11%
21: COC(C[C@H]1O[C@H]1[C@@H](O)[C@H](C)OCc1ccccc1)OC
→ i	17%	12%
22: COc1cccc(C(=O)Nc2sc(C(C)C)cc2C(N)=O)c1OC
→ -28%	?	?
23: CC(C#Cc1c([C@@H](C)Oc2ccccc2)nnn1Cc1ccccc1)Oc1ccccc1 (stereo partly drawn)
→ i	-4%	-1%
24: COc1ccc([C@H]2C=C(C(=O)O)O[C@@H](OCCCCO)C2)cc1
→ i	-14%	?
25: CCCCNc1ccc(C(CC(N)=O)NC(=O)Cc2ccc(Br)cc2)cc1[N+](=O)[O-] (stereo not drawn)
→ 5%	-18%	-12%
26: NCCCC[C@H]1CNC(=S)N1CC1(c2ccccc2)CC1
→ -1%	12%	9%
27: OCC[C@H]1C[C@@H](O)[C@H](O)[C@]2(CCCCO2)O1
→ 7%	9%	11%
28: O=C(NCc1nc2ccccc2[nH]1)C1=C[C@@H](c2ccc3c(c2)OCO3)C[C@@H](OCc2ccc(CO)cc2)O1
→ -15%	0%	-16%
29: COc1ccc(-c2cc([C@H]3[C@@H]4C=CCC[C@@]4(C)C(=O)N3Cc3ccccc3)ccc2F)cc1OC
→ -4%	-10%	?
30: C#Cc1ccc([C@@H]2C=C(C(=O)NC3CC3)O[C@H](OCCCCO)C2)cc1
→ i	-8%	-22%

In the list so far, two contain a Cl atom:
Each structure is followed by: RECQ1 helicase	Tau ThT inhib	JMJD2E inh
14: CCOC(=O)/C(C#N)=C/c1cc2cc(C)c(C)cc2nc1Cl
→ i	-11%	-27%
17: CCOC(=O)Nc1ccc2nc(Sc3ccc(Cl)cc3)sc2c1
→ 2%	-6%	3%

Other results.
Each structure is followed by: RECQ1 helicase	Tau ThT inhib	JMJD2E inh
31: CC(C)(CO)NS(=O)(=O)c1ccc2c(c1)C(=O)c1cc(S(=O)(=O)NC(C)(C)CO)ccc1-2
→ i	-4%	-4%
32: Nc1ccc(N=Nc2ccccc2Cl)c(N)n1
→ -7%	2µM*	-1%
33: Cc1sc2nc(C)n(/N=C/N(C)C)c(=O)c2c1C
→ i	?	1%
34: Nn1c(C2CCCCC2)nc2ccccc2c1=O
→ i	-6%	-3%
35: CCn1c(O)c(N=Nc2ccc(Cl)c(C(=O)O)c2)c2ccccc21
→ 1%	4.5µM*	-15%
36: CC1Cc2ccccc2N1C(=O)CCn1c(=O)sc2ccccc21 (stereo not drawn)
→ i	?	6%
37: NNC(=O)c1ccc(COc2ccc3ccccc3c2)cc1
→ 11%	?	-4%
38: CC(C)C[C@@H]1NC(=O)[C@H](Cc2ccccc2)N(C)C(=O)[C@H](C)NC(=O)c2ccccc2NC(=O)[C@H](Cc2ccc(O)cc2)N(C)C1=O
→ i	11%	?
39: COc1cc(C)cc(C(=O)O)c1C1=C(O)c2cccc(O)c2C(=O)C1=O
→ ?	?	?
40: O=C(O)/C=C/c1ccc(S(=O)(=O)NCc2cccnc2)cc1
→ 12%	-4%	-2%
41: O=C1CCN(S(=O)(=O)c2ccccc2)CCN1CCOCc1ccc(F)cc1
→ 4%	2%	8%
42: Cc1ccc(C2(C)NC(=O)N(CC(=O)Nc3ccc4[nH]c(=O)[nH]c4c3)C2=O)cc1 (stereo not drawn)
→ i	?	6%
43: Cc1cc(C)c2c(c1)/C(=N\N=c1\sc3ccccc3n1C)C(=O)N2
→ i	4.5µM*	13%
44: O=C(/C=C/c1ccc(S(=O)(=O)N2CCOCC2)cc1)OCC(=O)c1ccc([N+](=O)[O-])cc1
→ 21%	?	-9%
45: CC(=O)Nc1ccc(S(=O)(=O)N2C(=O)c3cccc4cccc2c34)cc1
→ 20%	-5%	?
46: COc1ccc(Nc2ncnc3c2cnn3-c2cccc(C)c2)cc1OC
→ 1%	-20%	?
47: C#CCOCCOCCOCCNc1nc(N2CCN(C(=O)[C@H](CCCCN)n3cc(C(N)CO)nn3)CC2)nc(N2CCN(C(=O)[C@H](CCC(=O)O)n3cc(C(N)CC(C)C)nn3)CC2)n1 (stereo partly drawn)
→ -5%	1%	20µM*
48: Cc1nc2sc(C(c3ccccc3)N3CCN(CCO)CC3)c(O)n2n1 (stereo not drawn)
→ i	0%	8%
49: COc1ccc2c(c1OC)C[N+]1([O-])CCc3cc4c(cc3C1C2)OCO4 (stereo not drawn)
→ i	2%	0%
50: CCN1CCN(Cc2ccc(NC(=O)c3ccc(C)c(NC(=O)c4ccno4)c3)cc2C(F)(F)F)CC1
→ i	-4%	-2%
51: NC(=O)CC(NC(=O)Cc1ccc(Br)cc1)c1ccc(N2CCN(c3ccc(F)cc3)CC2)c([N+](=O)[O-])c1 (stereo not drawn)
→ i	?	-14%
52: COc1ccc(CNc2nc(NCc3ccc(OC)cc3)c3[nH]cnc3n2)cc1
→ -1%	0%	-21%
53: O=C(CSc1nnc(-c2ccncc2)n1Cc1ccccc1)NC1CCCCC1
→ -5%	-10%	-7%
54: CC(O)[C@H]1CNC(=O)C(=O)N1CC(C)(C)C (stereo partly drawn)
→ i	4%	-1%
55: S=C1NC[C@H](Cc2cccc3ccccc23)N1CC1CCCCC1
→ i	-6%	-7%
56: Cc1nn(CC(=O)O)c(C)c1N
→ -7%	-2%	2%
57: Cc1ccc(CCNC(=O)C2CC(c3cc(C(F)(F)F)cc(C(F)(F)F)c3)=NO2)cc1 (stereo not drawn)
→ i	1%	11%
58: COc1ccc(-c2cc([C@H]3[C@H]4C=CC[C@@H](C)[C@@H]4C(=O)N3Cc3ccccc3)ccc2F)cc1OC
→ -6%	?	?
59: C/C=C/C=C\C(=O)Nc1cccc(C2=NOC3(C2)C[C@@H](C(N)=O)N(C(=O)c2cc([N+](=O)[O-])cc([N+](=O)[O-])c2C)C3)c1 (stereo partly drawn)
→ i	?	-9%
60: Cc1ccc(NC(=O)c2nc[nH]c2C(=O)NCC(=O)OC(C)(C)C)cc1
→ -2%	12%	-6%

Each structure is followed by: RECQ1 helicase	Tau ThT inhib	JMJD2E inh
61: O=C(O)c1cccc(N(CCO)CCO)c1
→ -2%	-6%	?
62: Cc1c(N2C(=O)/C(=C/C3CC=CCC3)SC2=S)c(=O)n(-c2ccccc2)n1C (stereo not drawn)
→ -13%	?	?
63: COC(C[C@@H]1O[C@@H]1[C@H](O)[C@H](C)OCc1ccccc1)OC
→ -7%	2%	-7%
64: CCCCCc1cc(=O)oc2c(C(CCN3CCCC(C)C3)c3ccc4c(c3)OCO4)c(OC)cc(OC)c12 (stereo not drawn)
→ i	?	10%
65: CC1=CC(=O)C2=C(C)CC[C@@H]3[C@H](OC(=O)[C@H]3C)[C@@H]12
→ i	-5%	2%
66: C/C=C(\C)C(=O)Nc1cccc(C2=NOC3(C2)C[C@H](C(N)=O)N(C(=O)C(c2ccccc2)c2ccccc2)C3)c1 (stereo partly drawn)
→ i	-7%	10%
67: CC(C)c1cc(-c2cc(-c3ccccc3)on2)nc(NC2CCCC2)n1
→ i	5%	?
68: N#C/C(=C(/O)c1cccc(F)c1)c1nc2ccccc2s1
→ 10%	?	-3%
69: C=CCNC(=O)c1c(CSc2ccccc2)noc1C(=O)NCc1ccccc1
→ 35%[activator]	-6%	7%
70: Cc1cc(=O)[nH]c(N/N=C/c2c(C)nn(-c3ccccc3)c2Cl)n1
→ 2%	?	-2%
71: O=C1NC2=C(C(=O)OC2)C(c2ccc(OC(F)(F)F)cc2)N1 (stereo not drawn)
→ 14%	3%	0%
72: O=C(NC1CC1)C1=C[C@@H](c2ccc(Br)cc2)C[C@@H](OCc2ccc(CO)cc2)O1
→ i	-7%	-1%
73: CCn1c(N)[n+](CC(=O)Nc2ccc(SC(F)F)cc2)c2ccccc21
→ 0%	5%	9%
74: COc1c(S(=O)(=O)NCCCN2CCOCC2)ccc(Cl)c1Cl
→ 0%	2%	-2%
75: NCCCC[C@H]1CNC(=O)C(=O)N1CCc1cc(C(F)(F)F)cc(C(F)(F)F)c1
→ -6%	6%	-10%
76: CC(C)(C)[C@@H]1C=C(C(N)=O)O[C@H](OCc2ccc(CO)cc2)C1
→ i	-7%	-7%
77: O=C(CSc1nnc(NCc2ccccc2)s1)NC1CCS(=O)(=O)C1 (stereo not drawn)
→ 15%	5%	-2%
78: O=C(Nc1ccccc1-c1ccccc1)C(=O)Nc1ccccc1-c1ccccc1
→ i	-7%	-13%
79: Cc1ccc(O)c(-c2cc(C(=O)Nc3ccc(S(=O)(=O)Nc4nccc(C)n4)cc3)[nH]n2)c1
→ 14%	-11%	-3%
80: CCOC(=S)SCC(=O)Nc1nc(C)c(C)s1
→ -1%	?	-12%
81: C/C=C\C(=O)Nc1cccc(C2=NOC3(C2)C[C@@H](C(N)=O)N(C(=O)COc2ccc(Cl)cc2)C3)c1 (stereo partly drawn)
→ i	1%	-3%
82: CC(=O)Oc1ccc(OC(C)=O)c2c1CC(C)=C(C)C2
→ i	-7%	-4%

Not a retest: an excerpt of the list.
Each structure is followed by: RECQ1 helicase	Tau ThT inhib	JMJD2E inh
38: CC(C)C[C@@H]1NC(=O)[C@H](Cc2ccccc2)N(C)C(=O)[C@H](C)NC(=O)c2ccccc2NC(=O)[C@H](Cc2ccc(O)cc2)N(C)C1=O
→ i	11%	?
39: COc1cc(C)cc(C(=O)O)c1C1=C(O)c2cccc(O)c2C(=O)C1=O
→ ?	?	?
40: O=C(O)/C=C/c1ccc(S(=O)(=O)NCc2cccnc2)cc1
→ 12%	-4%	-2%
41: O=C1CCN(S(=O)(=O)c2ccccc2)CCN1CCOCc1ccc(F)cc1
→ 4%	2%	8%
42: Cc1ccc(C2(C)NC(=O)N(CC(=O)Nc3ccc4[nH]c(=O)[nH]c4c3)C2=O)cc1 (stereo not drawn)
→ i	?	6%

This is a subset, so the mix of outcomes need not match the whole.
